# Screening results from PubChem.
# IL-1B inflam inh – inhibitors of inflammasome signaling (IL-1 beta secretion). 4.7% of 360,000 active. THP-1 LPS/ATP IL-1B secretion, AlphaLISA, 16 h; active compounds read low. activity change, % at 57.5 µM; in the data active = activity change below about -50%; inconclusive = mostly about -30% to -49%; note: % is set by controls: 0 for no effect and ±100 for the full control effect
#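 THP-1 cells pretreated 1 hr with compounds (up to 57.5 uM final), then stimulated with LPS (250 ng/mL final) plus ATP (1.25 mM final); secreted IL-1B measured by AlphaLISA after 16 hr, decreased signal indicating inhibition.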
# ATXN2 expr inh – inhibitors of ATXN2 expression. HEK-293 ATXN2-luciferase reporter, luminescence, 24 h. Potency, µM (highest dose often 57 µM), for inactives: top-dose activity change, negative = inhibition, actives largely listed as inhibitors. 0.72% of 360,000 active. AID 1745845; note: potency is the fitted concentration of half-maximal effect; % is set by controls: 0 for no effect and ±100 for the full control effect; nearly all actives have a fitted effect of over 55% in size
#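 qHTS (up to 57 uM final) was run with 24 h compound exposure of reporter cells at 37 °C. Each well was multiplexed: SteadyGlo luminescence measured ATXN2-luciferase expression after a fluorogenic Gly-Phe-AFC viability readout (25 uM final).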
# SW480 rerep – inducers of DNA re-replication in SW480 colon cancer cells; SW480 DNA re-replication, Hoechst DNA content imaging, 48 h; Potency, µM (top dose mostly 46.1 µM), for the others: at the highest dose re-replication activation, actives largely listed as activators; 1.8% of 340,000 active; AID 624297; note: potency is the fitted concentration of half-maximal effect; % of control where 0% means no effect; nearly all actives have a fitted effect of over 55% in size
#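 Readout is total intensity of Hoechst-stained nuclei, excited at 405 nm and collected at 500-530 nm. Compound treatment lasted 48 hr at 37 C in 5% CO2 before staining.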
# HT1080NT lethal – kills 2HG-producing HT-1080-NT fibrosarcoma cells; 1.6% of 360,000 active; AID 686970; Potency, µM (top dose mostly 46.1 µM), inactives show at the highest dose activity, negative = less viability, usual class: cytotoxic; HT-1080-NT fibrosarcoma viability, CellTiter-Glo ATP luminescence, 48 h;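 note: NT is the 2HG producing partner of a matched IDH1 knockdown line; potency is the fitted concentration of half-maximal effect; 0% = DMSO-treated cells and -100% = media-only wells without cells; nearly all actives have a fitted effect of over 55% in size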
#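 Read-out is CellTiter-Glo luminescence after 10 minutes at room temperature, following 48 hours' compound treatment of HT-1080-NT cells (750 cells/well, RPMI, 5% FBS, 37 degrees C).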
# ATXN viability – reduces viability in counter-screen for ATXN expression inhibitors. S2 cells (HEK-293 line with an ATXN2-luciferase reporter) viability, CellTiter-Fluor protease fluorescence, 24 h. Potency, µM (doses to about 56.7 µM), actives largely listed as cytotoxic. AID 651635. 0.49% of 400,000 active; note: potency is the fitted concentration of half-maximal effect; nearly all actives have a fitted effect of over 40% in size
# KB-3-1 cytotox – KB-3-1 parental cell cytotoxicity; KB-3-1 viability, CellTiter-Glo ATP luminescence, 72 h; Potency, µM (doses to about 46.1 µM), for inactives: at the top dose activity change, negative = cytotoxic, most hits filed as cytotoxic; 1.4% of 400,000 active; AID 1347075; note: potency is the fitted concentration of half-maximal effect; % is set by controls: 0 for no effect and ±100 for the full control effect; nearly all actives have a fitted effect of over 60% in size
#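 Parental KB-3-1 viability, qHTS format: 72 h compound exposure, 37 °C; CellTiter-Glo; media-only wells and DMSO plates as controls; concentration-effect fits on corrected data.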
# MCF10A rereplic – induces DNA re-replication in MCF 10a normal breast cells | Potency, µM (doses to about 46.1 µM), without a hit: at the top dose activity, positive = re-replication, most hits filed as activators | MCF 10A DNA re-replication, Hoechst nuclear intensity, 48 h | 2.9% of 350,000 active | AID 624296; note: potency is the fitted concentration of half-maximal effect; % of control where 0% means no effect; nearly all actives have a fitted effect of over 50% in size
# KB-V1 MDR tox – KB-V1 MDR subline cytotoxicity. 3.4% of 400,000 active. Potency, µM (doses to about 46.1 µM), inactives show top-dose activity change, negative = cytotoxicity, hits mostly cytotoxic. AID 1347076. KB-V1 MDR cells viability, CellTiter-Glo, 72 h; note: potency is the fitted concentration of half-maximal effect; % is set by controls: 0 for no effect and ±100 for the full control effect; nearly all actives have a fitted effect of over 60% in size
#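 KB-V1 MDR subline cells in DMEM (phenol-red free, 10% FBS) exposed to compounds in qHTS concentration series for 72 h at 37 degrees C. Viability read by CellTiter-Glo luminescence; concentration-effect curves fitted after normalization and correction.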
# HT1080 IDH1KD tx – HT-1080 IDH1 knockdown cell toxicity (counter line). HT-1080 IDH1 knockdown viability, ATP luminescence, 48 h. Potency, µM (titrated, usually from 46.1 µM), without a hit: at the highest dose activity, negative = toxicity, most hits filed as cytotoxic. 2% of 360,000 active;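 note: potency is the fitted concentration of half-maximal effect; 0% = DMSO wells and -100% = cell-free medium wells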
#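 Knockdown cells (IDH1KD HT-1080) received compounds 2 h after plating at 750 cells/well and were kept 48 h at 37 °C in 5% FBS RPMI. A CellTiter-Glo luminescence read gave % activity for curve fitting.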
# The depositor's hits bear a star; i = inactive; ? = inconclusive; · = not tested or not shown; & = joins results of further samples; [ ] = another dose, or the depositor's remark. Unless noted, calls come from the whole dose curve; as a rule, active = well fitted curve in the direction sought with a large enough effect; inconclusive = small, poorly fitted or top-dose-only effect, or another doubt; inactive = no such curve, though single readings can be large; an effect the other way counts as inactive or inconclusive. A portion of the library, so the mix of outcomes need not match the whole.
# Below each compound – IL-1B inflam inh	ATXN2 expr inh	SW480 rerep	HT1080NT lethal	ATXN viability	KB-3-1 cytotox	MCF10A rereplic	KB-V1 MDR tox	HT1080 IDH1KD tx
[1] CCCCCCN=C(C)c1c(O)n(CCCC)c(=O)[nH]c1=O
    -10	-23%	-6%	0%	i	-4%	0%	0%	11%
[2] CC(=O)[C@@]1(O)CC[C@H]2[C@@H]3CC=C4C[C@@H](O)CC[C@]4(C)[C@H]3CC[C@@]21C
    28	0%	-95%[inhibitor]	?	i	0%	14%	-3%	12%
[3] c1ccc(SSc2ccccc2)cc1
    -101*	2%	?	5%	i	0%	4%	17%	-18%
[4] CCOC(=O)[C@]12Cc3cc(C)ccc3[C@H]1N(C1CCCCC1)C(=O)c1ccccc12
    -111*	4.5µM*	·	3.7µM*	3.5µM*	1.6µM*	·	2.6µM*	3.7µM*
[5] O=C(N/N=C/c1c(O)n(C2CC2)c(=S)[nH]c1=O)c1ccccc1O
    -6	2%	-1%	15%	i	-5%	2%	?	21%
[6] C[C@H](CO)N1C[C@H](C)[C@@H](CN(C)Cc2ccc(Cl)c(Cl)c2)Oc2c(NC(=O)c3ccncc3)cccc2C1=O
    -5	?	1%	?	?	-20%	27%	-15%	0%
[7] CCOC(=O)C1=C(N)OC2=C(C(=O)CCC2)C12C(=O)N1c3c(ccc(C)c32)C(C)=CC1(C)C (configuration not stated)
    10	-13%	12%	-27%	?	10%	9%	-8%	-1%
[8] CN(C)c1ccc(P(=S)(N(C)C)N(C)C)cc1
    8	-7%	-11%	10%	i	-19%	-8%	-5%	1%
[9] C[C@@H]1CN([C@H](C)CO)C(=O)c2c(c3ccccc3n2C)-c2ccccc2CO[C@@H]1CN(C)Cc1ccc(O)cc1
    ?	?	·	-6%	?	-29%	·	?	-5%
[10] OC[C@@H]1CN(Cc2ccncc2)C[C@H](n2cnc3c(N4CCN(c5ccccc5)CC4)ncnc32)O1
    4	?	·	?	i	-1%	·	?	?
[11] CC12CCC3C(CCC4C/C(=N/O)CCC43C)C1CCC2O (configuration not stated)
    48	-19%	2%	13%	i	?	?	?	9%
[12] Cc1nc2ccccc2n1C1CCN(Cc2nnnn2CCc2ccccc2)CC1
    ?	-11%	-2%	7%	i	2%	9%	?	0%
[13] Cn1cccc1/C=C1/C(=O)NC(=O)N(Cc2ccccc2)C1=O
    -22	-9%	-3%	-17%	?	?	7%	?	?
[14] O=C(O)c1cccc2c1NC(c1cccc([N+](=O)[O-])c1)C1CC(Sc3ccccc3[N+](=O)[O-])C(Cl)C21 (configuration not stated)
    -28	-14%	-12%	-19%	i	-1%	?	3%	?
[15] CCOC(=O)C1(c2ccccc2)CCN(CCC(C#N)(c2ccccc2)c2ccccc2)CC1
    -29	106%&-27%[activator]	2.8µM*	-30%	i	-5%	?	?	?
[16] Cc1c(CCN)ccc2c1[nH]c1ccccc12
    0	·	0%	-1%	i	-3%	8%	-3%	0%
[17] O=C(NCCc1ccc(F)cc1)C(=O)NCC(c1cccs1)S(=O)(=O)c1ccc(Cl)cc1 (configuration not stated)
    ·	?	·	·	?	-1%	·	0%	·
[18] CCOP(=O)(OCC)c1cc(CC)ccc1O
    -4	0%	-5%	?	i	-1%	7%	-7%	3%
[19] C=CCN1CCc2cccc3c2[C@H]1Cc1ccc(O)c(O)c1-3
    2	?	?	?	?	-29%	12%	?	?
[20] O=C1NC(=O)N(Cc2ccco2)C(=O)/C1=C\c1ccc(-c2ccc(F)cc2)o1
    ·	?	?	?	?	-14%	?	-18%	18µM*
[21] CC(C)(C)C(=O)N1Cc2ccccc2-n2nncc2C1
    -10	6%	-13%[9.22 µM]	10%	i	3%	?	14%	9%
[22] Cc1ccc(C2=CCNCC2)cc1
    -1	-23%	-20%	6%	i	10%	?	4%	-1%
[23] CC12CC(=O)C3C(CCC4CC(=O)C=CC43C)C1CCC2=O (configuration not stated)
    -93*	-3%	-1%	15%	?	-24%	11%	-5%	16%
[24] Cc1cc(Cl)nc(N)n1
    12	-3%	-1%	6%	i	-3%	-3%	3%	5%
[25] CCCCCn1c(=O)c(C(=O)NCc2ccco2)c(O)c2ccccc21
    89	-17%	1%	3%	i	-27%	12%	21µM*	11%
[26] O=C1NCN(c2ccccc2)C12CCN(C(c1cccs1)c1nnnn1C1CCCC1)CC2 (configuration not stated)
    -12	?	·	-13%	?	0%	·	24%	-17%
[27] CC(N)C(=O)c1ccco1 (configuration not stated)
    -15	-1%	-3%	14%	i	13%	-2%	7%	16%
[28] O=c1[nH]c2ccccc2c(=O)n1-c1cccc(Cl)c1
    -7	3%	-3%	0%	i	0%	-4%	25%	0%
[29] CC(=NCC1CCCO1)c1c(O)n(C2CCCCC2)c(=O)[nH]c1=O (configuration not stated)
    ?	·	-25%	6%	i	-1%	-2%	-20%	17%
[30] O=C(CCNC(=O)N1C[C@H]2C[C@@H](C1)c1cccc(=O)n1C2)Nc1ccc(F)cc1
    20	6%	-8%	0%	i	0%	-8%	-2%	-8%
[31] COC(=O)C1=C(c2cccc(OCc3ccccc3)c2)C[C@@H]2CC[C@H]1N2C(=O)NCc1ccc(OC)c(OC)c1
    -26	-24%	0%	-1%	?	?	8%	15%	-21%
[32] C[C@H]1O[C@@H](OC2CC[C@]3(C=O)[C@H]4CC[C@]5(C)[C@@H](C6=CC(=O)OC6)CC[C@]5(O)[C@@H]4CC[C@]3(O)C2)CC2OC(C)(C)OC21 (some centres not stated)
    -93*	·	?	0.18µM*	?	?	?	?	0.1µM*
[33] COc1ccc(OC)c(CC(=O)N(C)C2CCCN(Cc3ccccc3F)C2)c1 (configuration not stated)
    -5	-10%	-1%	0%	i	3%	21%	-9%	6%
[34] CCC(CC)C(=O)NC1CCSC1=O (configuration not stated)
    3	3%	11%	13%	?	8%	-3%	7%	11%
[35] COC(=O)C1=C(c2ccc(-c3ccccc3)c(F)c2)C[C@@H]2CC[C@H]1N2C(=O)NCCc1ccccc1
    -10	?	-9%	-27%	?	?	52%	?	?
[36] CC1CCCN(CC(=O)N2CCCc3ccccc32)C1 (configuration not stated)
    8	-4%	5%	0%	i	-3%	1%	-13%	-1%
[37] C=CC[C@@H](CC/C=C/C=C/CC/C=C\[C@@H]1CSC([C@@H]2C[C@@H]2C)=N1)OC
    67	?	1.2µM*	2.3µM*	·	0%	0.73µM*	0%	2.1µM*
[38] C/C=C(\C)C(=O)N[C@@H](c1ccccc1)[C@@H](O)C(=O)O[C@H]1C[C@@]2(O)[C@@H](OC(=O)c3ccccc3)C3[C@](C)(C(=O)[C@H](O)C(=C1C)C2(C)C)[C@@H](O)C[C@H]1OC[C@@]31OC(C)=O (some centres not stated)
    42	-16%	8.2µM*	0.041µM*	?	?	?	-13%	0.0058µM*
[39] Cn1c(=O)oc2cc(S(=O)(=O)N3CCCC(C(=O)Nc4ccccn4)C3)ccc21 (configuration not stated)
    1	-9%	2%	-6%	i	-11%	?	-4%	-2%
[40] CCOC(=O)c1cc(C(O)(C(=O)OC)C(F)(F)F)c(/N=C/N(C)C)o1 (configuration not stated)
    34	-2%	-2%	4%	i	10%	-2%	0%	-5%
[41] O=C(NC(=O)c1c(F)cccc1F)Nc1cc(Cl)c(F)c(Cl)c1F
    -12	·	-19%	0%	i	-1%	1%	14%	-2%
[42] CCCNC(=O)c1c(N)n(Cc2ccco2)c2nc3ccccc3nc12
    -89*	-29%	?	11µM*	·	-13%	2.1µM*	0%	?
[43] COc1cccc(CC(=O)N2CCN(Cc3cccc(Cl)c3)CC2)c1
    -29	-13%	?	-16%	i	-4%	1%	-17%	-1%
[44] O=C(Cc1c(O)c2ccccc2oc1=O)c1ccc(F)cc1
    3	17%	-8%	19%	?	2%	0%	?	20%
[45] CCC(=NCCO)c1c(O)n(-c2ccc(Cl)cc2)c(=O)[nH]c1=O
    0	4%	-16%	12%	i	20%	2%	16%	1%
[46] Cc1cc(Oc2cc(NN3CCCCC3)c([N+](=O)[O-])cc2[N+](=O)[O-])ccc1[N+](=O)[O-]
    0	-4%	-1%[9.22 µM]	-4%	i	-3%	-18%	-19%	-3%
[47] COc1ccc(CN2CC=C(c3ccc(F)cc3)CC2)cc1Br
    -20	?	1%	-7%	?	?	?	?	-19%
[48] COc1ccc(F)cc1C(=O)C1CCCN(Cc2ccc(O)cc2)C1 (configuration not stated)
    -6	4%	2%	-19%	i	-24%	24%	-13%	-17%
[49] CC(=O)Cc1ccc(OC(C)C)cc1
    1	-24%	-13%	26%	i	1%	0%	9%	22%
[50] CC1CN(C(=O)CCC(=O)N2CCC3(CC2)OCCO3)c2cc(Cl)ccc2O1 (configuration not stated)
    12	-6%	-2%	1%	i	-6%	5%	-4%	12%
[51] CCOc1cc(/C=C2\C(=O)NC(=O)N(CCc3ccc(F)cc3)C2=O)ccc1O
    22	·	6%	2%	i	-1%	3%	16%	4%
[52] CCC1(CC)C(=O)NC(=O)N(c2ccccc2)C1=O
    8	6%	-8%	11%	i	0%	-3%	0%	9%
[53] CC[N+]1(CCOC(=O)C(O)(c2ccccc2)c2ccccc2)CCCCC1
    ·	25%	17%	·	i	·	0%	·	·
[54] COc1ccccc1N1CCN(Cc2c(F)cccc2F)CC1
    0	-3%	1%	19%	i	-3%	-1%	15µM*	-26%
[55] CC1=CC(=C2C(=O)NC(=S)NC2=O)C=C(C(F)(F)F)N1Cc1ccccc1
    32	-28%	3.7µM*	1.8µM*	?	2.6µM*	3.3µM*	12µM*	1.6µM*
[56] C/C(=N/OC(=O)N(C)C)c1ncc(C(F)(F)F)cc1N1CCOCC1
    6	-3%	-14%	-1%	i	2%	-8%	15%	-1%
[57] Cc1ccc(N2C(=O)NC(=O)/C(=C/C=C/c3ccco3)C2=O)cc1
    -75*	?	16µM*	?	?	?	9.2µM*	18µM*	23µM*
